# phage Ecoli inh – E. coli growth loss with phage present; inhibition, % at 11.9 µM; 360,000 tested, 0.26% active; AID 651602; growth absorbance; in the data active = inhibition above about 11%
# SR-BI uptake up – SR-BI HDL lipid transfer activation; CHO ldlA[mSR-BI] cells, DiI-HDL uptake fluorescence, 3 h; 100 = double the neutral-control signal; activation, % at 12.5 µM; 320,000 tested, 0.096% active; AID 504775;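 active = mean replicate activation of at least 60% and every replicate at or above 60%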;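 also: 0% = median plate neutral-control signal and 100% = twice that signal; values of inactives mirror those of a sister screen read the other way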
#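 Material – SR-BI-overexpressing, LDLR-lacking CHO cells · Medium – BSA-supplemented, HEPES-buffered Ham's F12, pH 7.4 · Doses – single concentration · Times – compound with DiI-HDL co-incubation, 3 h at 37 °C · Measured by – bottom-read fluorescence, 550/595 nm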
# Tat export inh – E. coli Tat transport inhibition; E. coli MC4100 TorA-mCherry Tat export, fluorescence; inhibition, % at 10 µM; 340,000 tested, 0.036% active;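 active = mean replicate inhibition at least 50% and at least half of replicates individually reaching 50%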;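 also: exported cargo escapes ClpAP degradation while cytoplasmic cargo is degraded and loses fluorescence; 0% = median of neutral control wells and 100% = median of NaSCN control wells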
# CAL PDZ FP-1 – human CAL PDZ-peptide interaction inhibition. Q9HD26. purified CAL PDZ, TMR-peptide fluorescence polarization, 1 h. inhibition, % at 20 µM. 330,000 tested, 0.02% active. AID 504414;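 active = highest replicate inhibition of at least 40%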;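 also: plate controls were DMSO neutral control wells for no effect and unlabeled competitor peptide control wells for full effect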
#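 System: purified tagged CAL PDZ domain construct (CerCALP). Schedule: 1 h incubation at room temperature before polarization reading. Medium: 25 mM sodium phosphate pH 7.4, 150 mM NaCl, TCEP, IgG, Thesit. Read-out: percent inhibition from loss of millipolarization. Measured by: FP readout, S and P plane fluorescence. Probe or stimulus: fluorescent TMR peptide probe.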
# SR-BI HDL uptake – inhibitors of mouse SR-BI mediated HDL lipid uptake; ldlA[mSR-BI] CHO cells, DiI-HDL uptake fluorescence, 3 h; 320,000 tested, 0.96% active; inhibition, % at 12.5 µM; Q61009;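 active = mean replicate inhibition of at least 70% and a set share of replicates each scoring 70 or more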;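 also: 0% = median of neutral control wells and 100% = median of positive control wells; values of inactives mirror those of a sister screen read the other way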
# Target sequence (Q61009 whole entry, looked up): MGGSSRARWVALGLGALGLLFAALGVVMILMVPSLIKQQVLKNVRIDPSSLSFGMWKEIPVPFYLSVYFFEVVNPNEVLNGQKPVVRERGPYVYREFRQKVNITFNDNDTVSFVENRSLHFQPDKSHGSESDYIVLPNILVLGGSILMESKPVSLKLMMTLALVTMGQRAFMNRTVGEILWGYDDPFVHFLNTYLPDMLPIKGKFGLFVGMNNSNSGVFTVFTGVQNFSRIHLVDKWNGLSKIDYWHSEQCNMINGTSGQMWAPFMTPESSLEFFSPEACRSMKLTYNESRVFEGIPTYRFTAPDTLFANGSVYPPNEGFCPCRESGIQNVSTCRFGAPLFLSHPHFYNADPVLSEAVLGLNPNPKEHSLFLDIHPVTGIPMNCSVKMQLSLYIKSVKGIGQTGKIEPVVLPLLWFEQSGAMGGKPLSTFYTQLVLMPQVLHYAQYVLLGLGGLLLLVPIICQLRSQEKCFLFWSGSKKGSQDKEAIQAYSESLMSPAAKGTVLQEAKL
# CAL PDZ FP-2 – blocks peptide binding to the human CAL PDZ domain; Q9HD26; purified CAL PDZ, TMR-peptide fluorescence polarization, 1 h; inhibition, % at 24.9 µM; 300,000 tested, 0.92% active; AID 602252;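 active = mean inhibition of at least 30% with at least half of replicates also reaching 30%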;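 also: 0% = DMSO neutral control and 100% = excess unlabeled competitor peptide PRC23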
# E coli growth – reduces bacterial viability in AddAB counter-screen; E. coli V3065 growth, OD600 absorbance, 18 h; inhibition, % at 11.9 µM; 330,000 tested, 0.27% active;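 active = inhibition above the campaign's mean inhibition across all tested compounds plus 3 SD, cut at about 9.9% in these data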;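 also: uninfected addAB+ strain grown without phage in ampicillin broth; 0% = DMSO wells and 100% = ciprofloxacin 0.95 µg/ml wells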
# MITF TRPM1 HTS – activators of MITF-driven TRPM1 promoter activity in SK-MEL-5 cells | AID 588334 | SK-MEL-5 TRPM1-promoter luciferase, 24 h; % of positive control, neutral wells = 0 | 300,000 tested, 0.75% active | activation, % at 12.5 µM;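 active = mean activation of at least 80% with every replicate also reaching 80%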;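 also: 0% = neutral control wells and 100% = parthenolide positive control wells; values of inactives mirror those of a sister screen read the other way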
# AddAB inh – less growth of phage-infected E. coli with AddAB. 330,000 tested, 0.29% active. AID 435030. inhibition, % at 11.9 µM. E. coli expressing H. pylori AddAB, absorbance growth; in the data active = inhibition above about 12%;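 also: 0% = vehicle wells of infected cells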
# Wnt act – activators of Wnt/beta-catenin signaling; Wnt/beta-catenin reporter cell assay, activator, plate reader; activation, % at 9.35 µM; 300,000 tested, 1.2% active; in the data active = activation above about 30%, passing the limit was not always enough;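 also: 0% = neutral control wells and 100% = positive control wells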
# The depositor's hits bear a star; nt = not tested or not shown.
# Start of the data: the first 4 entries, to show the layout:
SMILES,phage Ecoli inh,SR-BI uptake up,Tat export inh,CAL PDZ FP-1,SR-BI HDL uptake,CAL PDZ FP-2,E coli growth,MITF TRPM1 HTS,AddAB inh,Wnt act
COc1ccc(Br)c(C(=O)Nc2nc3ccccc3[nH]2)c1,0.5,nt,-24.1,-3.2,nt,2.6,-0.8,92.1*,-2.9,6.3
CCOC(=O)c1sc(NC(=O)c2ccc(S(=O)(=O)N(C)C)cc2)nc1C,2.1,-33.9,2.3,-0.6,33.9,-3.0,-0.5,-8.5,4.0,nt
O=C(NC1CCCCC1)C1CCC(CNS(=O)(=O)c2ccccc2)CC1 (centres undefined),-0.1,-9.2,4.5,-0.5,9.2,-0.1,nt,-5.7,nt,-4.8
Cn1nc(-c2ccccc2)c(-c2nc(-c3cccc(Cl)c3)no2)c1Cl,1.8,-51.5,16.2,-1.4,51.5,2.0,-3.5,-6.0,0.0,-3.7

# This part in full, repeating the preview:
SMILES,phage Ecoli inh,SR-BI uptake up,Tat export inh,CAL PDZ FP-1,SR-BI HDL uptake,CAL PDZ FP-2,E coli growth,MITF TRPM1 HTS,AddAB inh,Wnt act
COc1ccc(Br)c(C(=O)Nc2nc3ccccc3[nH]2)c1,0.5,nt,-24.1,-3.2,nt,2.6,-0.8,92.1*,-2.9,6.3
CCOC(=O)c1sc(NC(=O)c2ccc(S(=O)(=O)N(C)C)cc2)nc1C,2.1,-33.9,2.3,-0.6,33.9,-3.0,-0.5,-8.5,4.0,nt
O=C(NC1CCCCC1)C1CCC(CNS(=O)(=O)c2ccccc2)CC1 (centres undefined),-0.1,-9.2,4.5,-0.5,9.2,-0.1,nt,-5.7,nt,-4.8
Cn1nc(-c2ccccc2)c(-c2nc(-c3cccc(Cl)c3)no2)c1Cl,1.8,-51.5,16.2,-1.4,51.5,2.0,-3.5,-6.0,0.0,-3.7
COc1ccc(NC(=O)c2ccccc2NC(=O)C2CC=CCC2C(=O)O)cc1 (centres undefined),1.7,nt,-3.9,0.3,-8.8,-4.7,nt,5.0,nt,13.3
NC(=O)Nc1ccccc1C(=O)NCCc1ccccc1,1.7,1.9,-5.5,-2.7,-1.9,-5.5,3.2,31.9,2.1,nt
O=C1CC(c2ccco2)CC(O)=C1C=NCC1CCNCC1 (centres undefined),1.2,10.4,-1.3,-0.4,-10.4,-0.2,1.0,-11.7,0.7,nt
Cc1occc1-c1nnc(SCC(=O)c2c(N)n(C3CC3)c(=O)[nH]c2=O)n1C,1.1,1.3,-1.7,-1.7,-1.3,-4.4,0.9,1.7,1.7,6.2
COc1ccc([N+](=O)[O-])cc1N(CC(O)CN1CCCC1)S(=O)(=O)c1ccc(C)cc1 (centres undefined),5.1,-13.6,-2.4,-0.5,13.6,0.3,-0.9,4.2,-0.9,-12.2
Cc1c(C(=O)c2cccc([N+](=O)[O-])c2)c2ccccn2c1CCC#N,1.8,-56.8,-4.9,-0.4,56.8,-4.3,-0.9,-0.3,1.3,-3.3
C=CCC(C)(NCc1ccccc1)c1ccccc1 (centres undefined),3.2,-5.4,3.0,-0.3,5.4,-1.4,0.5,0.5,0.2,-4.4
O=C(Nc1ccc(-c2noc(-c3cccs3)n2)cc1)c1cccnc1,2.5,-40.7,-8.1,-5.4,40.7,-4.2,-3.0,54.6,2.2,nt
Cc1ccccc1NS(=O)(=O)c1ccc(C(=O)NNC(=O)c2ccccc2O)cc1,3.2,-83.9,-18.1,-1.2,83.9*,-2.2,-0.3,-10.7,4.8,0.6
CCc1cccc(OCCOC(=O)CNS(=O)(=O)c2ccc(NC(C)=O)cc2)c1,-1.3,3.1,-3.5,-3.0,-3.1,1.9,nt,2.0,nt,-1.7
N#Cc1c(-c2cccc(F)c2)cc(-c2ccccc2)nc1Br,0.5,22.6,-11.6,1.0,-22.6,4.1,2.6,-6.3,3.1,nt
CN(C)CCn1nnc2c(=O)oc3ccccc3c21,3.7,18.7,5.4,-2.9,-18.7,-22.2,-0.2,-8.7,1.6,nt
CCCCNC(=O)OC1CCS(=O)(=O)C1 (centres undefined),3.8,nt,-9.7,0.4,nt,-3.0,1.6,-1.2,2.8,nt
COc1ccc(N2CC(NC(=O)NCC(C)C)CC2=O)cc1 (centres undefined),3.3,11.3,-1.8,-0.4,-11.3,-3.8,0.7,15.2,1.9,0.1
CN(c1ccccc1)S(=O)(=O)c1ccc(-c2ccccc2)cc1,2.5,-14.4,10.2,1.9,14.4,-4.9,1.2,nt,0.7,0.1
COC(=O)[C@@H]1C[C@@]2(O)[C@H](O)[C@H](O)[C@H](O)C[C@H]2N1CC1CC1,4.0,9.5,20.9,-0.8,-9.5,4.2,1.4,11.3,3.2,1.5
O=C(O)c1ccc(NS(=O)(=O)c2cccc(C(=O)Nc3ccc(Br)cc3)c2)cc1,0.6,5.7,-6.6,-1.7,-5.7,-15.5,-0.6,-6.1,-0.6,0.0
O=C(CCNC(=O)c1ccco1)Nc1ccc(N2CCOCC2)cc1,9.5,6.3,-21.5,13.8,-6.3,-10.1,4.5,-4.8,5.6,0.0
Cc1nn2c(C(F)(F)F)cc(-c3ccc(Cl)cc3)nc2c1C(=O)N1CCOCC1,-0.7,11.4,-1.5,-1.8,-11.4,nt,-0.2,-11.4,4.9,nt
Cc1occc1C(=O)Nc1ccccc1C(=O)O,2.5,19.0,-6.9,nt,-19.0,-3.8,2.7,2.9,-1.6,nt
COCCN(Cc1cccs1)S(=O)(=O)c1ccc(-c2ccc(=O)[nH]n2)s1,1.1,10.5,-1.5,-2.8,-10.5,-0.7,-0.2,7.4,1.7,-1.2

# Additional entries
SMILES,phage Ecoli inh,SR-BI uptake up,Tat export inh,CAL PDZ FP-1,SR-BI HDL uptake,CAL PDZ FP-2,E coli growth,MITF TRPM1 HTS,AddAB inh,Wnt act
O=C1c2ccccc2S(=O)(=O)N1Cc1c(F)cccc1Cl,0.0,-1.5,-2.3,-1.6,1.5,-2.2,-0.1,0.3,5.8,-0.7
COC(=O)C1CCN(S(=O)(=O)CCNC(=O)c2ccc3c(c2)OCO3)CC1,4.1,23.4,-4.4,0.5,-23.4,0.8,0.2,15.1,-2.0,-0.9
Cc1nn(C(C)C(=O)NCC2CCCO2)c(=O)c2c1sc1ccccc12 (centres undefined),-0.6,-8.2,5.3,-1.3,8.2,0.1,0.4,2.2,4.0,-2.4
c1ccc(CCc2nc(-c3ccncc3)no2)cc1,0.0,7.9,2.3,-1.6,-7.9,-0.6,-2.4,57.8,-1.4,nt
CN1OC[C@@H]2CN(C(=O)CCc3ccccc3)[C@H](c3cccc(-c4ccc(C#N)cc4)c3)C[C@@H]21,2.0,-4.3,0.4,-1.5,4.3,-5.5,nt,11.5,nt,-0.5
Cc1ccc(-n2c([S-])c(C(=O)Nc3ccc(OC(F)F)cc3)[n+]3ccc(C(=O)NCCO)cc23)cc1C,3.4,-22.4,0.0,-1.3,22.4,-2.8,0.7,2.6,-0.1,0.5
CN(Cc1c(F)cccc1Cl)c1ccc(S(=O)(=O)N2CCOCC2)cn1,-2.3,-9.8,-2.7,-0.5,9.8,0.1,-0.5,nt,0.2,-9.1
Cc1ccc2[nH]c(=O)c(CN(CCCN(C)C)C(=O)Nc3ccc(F)cc3)cc2c1,1.5,10.7,-1.3,-2.5,-10.7,-1.4,-1.0,4.4,0.9,-0.2
CN(C(=O)CSc1ncnc2ccccc12)C1CCS(=O)(=O)C1 (centres undefined),5.5,6.8,-6.3,0.0,-6.8,-6.2,0.5,-12.9,2.1,-1.1
CC(=O)Nc1nc(Cn2nnc(-c3ccc4c(c3)OCO4)n2)nc(N(C)C)n1,2.9,29.7,5.2,-0.2,-29.7,2.5,-0.9,-5.4,-2.5,-1.5
COc1ccc(CCn2c(-c3cccc([N+](=O)[O-])c3)nc3nc4ccccc4nc32)cc1OC,3.4,-13.0,-9.2,-1.5,13.0,1.7,0.6,-3.1,1.9,-1.2
COc1ccc(CC(=O)Nc2ccc(OC(C)=O)cc2C(=O)O)cc1,4.0,-1.4,-4.1,-0.5,1.4,nt,2.4,0.4,3.6,-0.5
Cc1ccc2c(c1)N(C(=O)CCC(=O)NCc1ccccc1)CC(C)O2 (centres undefined),2.4,5.5,7.4,-0.3,-5.5,nt,-2.4,-5.3,4.8,-3.0
CCCCC(=O)Nc1ccc(NC(=S)NC(=O)c2ccco2)cc1OC,0.5,-48.3,-0.2,-0.2,48.3,-0.9,2.9,nt,8.1,10.8
CCOc1cc(N2CCOCC2)c(OCC)cc1NS(=O)(=O)c1ccc(Cl)s1,3.6,20.4,0.3,-1.0,-20.4,0.7,0.8,-25.2,0.5,-4.6
CN1CCN(S(=O)(=O)c2ccc(N3CCN(c4ccccc4O)CC3)c([N+](=O)[O-])c2)CC1,0.8,18.7,-4.9,-4.7,-18.7,-6.2,nt,-19.5,nt,-0.8
COc1ccc(C(=O)CN2C(=O)NC3(CCCc4ccccc43)C2=O)cc1 (centres undefined),0.2,12.9,-1.5,-2.6,-12.8,6.7,1.1,-1.5,3.3,-2.4
COc1ccccc1Nc1nc(-c2sc(NC(=O)C(C)(C)C)nc2C)cs1,1.9,-84.6,-6.4,-0.4,84.6*,1.2,0.6,3.2,2.6,-12.2
O=c1[nH]c(=O)n(Cc2ccccc2)c2nc(-c3cccs3)n(CCO)c12,1.2,nt,nt,nt,nt,nt,0.2,nt,-0.6,-0.6
Cc1nn(-c2nc3ccccc3[nH]2)c(N)c1-c1ccc(Cl)cc1,nt,-58.6,3.0,-0.3,58.6,nt,-1.6,40.1,-1.7,14.9
Cn1c(CNC(=O)c2ccco2)nnc1SCC(=O)Nc1c(F)cc(F)cc1Br,1.3,-14.0,-9.3,-2.6,14.0,-5.4,3.6,13.8,2.3,-1.6
CCCCOC(=O)c1ccc(NC(=O)c2cnc3n(c2=O)CCS3)cc1,3.8,-15.3,8.5,-0.9,15.3,-0.5,-1.0,-6.5,-0.5,nt
CCN(CC)C1CCN(C(=O)c2ccc3nc(Cc4ccc(OC)cc4)oc3c2)C1 (centres undefined),3.0,15.2,-9.0,-2.5,-15.2,-1.1,nt,15.7,nt,-1.0
COc1ccccc1C1CCN(c2cc(O)ccc2[N+](=O)[O-])CC1,1.7,-12.8,7.5,0.1,12.8,-0.1,0.3,5.7,1.6,-0.7
CC(C)C(=O)Nc1cccc(C(=O)Nc2ccc(S(=O)(=O)N3CCOCC3)cc2)c1,2.7,-26.1,-3.7,-1.9,26.1,-4.0,-3.0,nt,1.0,1.5
COC(=O)CSc1nnc([C@H](Cc2ccccc2)NC(=O)OC(C)(C)C)o1,2.6,18.1,-0.6,-0.6,-18.1,-0.1,-1.0,6.6,2.4,nt
CCc1nc(N)c(C#N)c(-c2ccc(OC)c(OC)c2)c1C,0.0,-10.2,17.7,0.7,10.2,-1.2,-1.2,nt,-0.6,8.8
Cc1ccc(NC(=O)c2ccnc(C(C)(C)C)c2)cc1,2.3,-16.5,-1.8,-3.5,16.5,-6.2,1.4,nt,4.6,17.8
CC(C)(C)n1ncc2c(=O)n(Cc3ccc(Cl)cc3Cl)cnc21,-0.8,7.4,2.2,0.8,-7.4,-1.3,4.5,-3.6,3.8,-0.4
COc1cc(C(=O)NCCC(=O)NC(C)CCc2ccccc2)cc(OC)c1OC (centres undefined),2.6,-11.2,-0.2,-2.0,11.2,-2.7,-2.2,3.8,2.7,-0.1
